# Screening results as filed in PubChem.
# SW480 rerep = inducers of DNA re-replication in SW480 colon cancer cells; hit rate 1.8% among 340,000; Potency, µM (titrated, usually from 46.1 µM), for inactives: at the top dose re-replication activation, usual class: activators; SW480 DNA re-replication, Hoechst DNA content imaging, 48 h; note: potency is the fitted concentration of half-maximal effect; % of control where 0% means no effect; nearly all actives have a fitted effect of over 55% in size
#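 250 cells/well; 23 nL cpd via pin tool; 48 hr, 37 C, 5% CO2; Hoechst 40 min; imager read of total nuclear intensity, ex 405/em 500-530 nm.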
# MCF10A rerep = induces DNA re-replication in MCF 10a normal breast cells | MCF 10A DNA re-replication, Hoechst nuclear intensity, 48 h | Potency, µM (doses to about 46.1 µM), for inactives: at the highest dose activity, positive = re-replication, hits mostly activators | hit rate 2.9% among 350,000 | AID 624296; note: potency is the fitted concentration of half-maximal effect; % of control where 0% means no effect; nearly all actives have a fitted effect of over 50% in size
# HT1080 IDH1KD tx = toxicity to HT-1080 IDH1 knockdown cells (counter line). AID 686971. Potency, µM (series often up to 46.1 µM), inactives show at the highest dose activity, negative = toxicity, usual class: cytotoxic. hit rate 2% among 360,000. HT-1080 IDH1 knockdown viability, ATP luminescence, 48 h;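 note: potency is the fitted concentration of half-maximal effect; 0% = DMSO wells and -100% = cell-free medium wells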
#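 IDH1KD HT-1080 cells, 750/well, RPMI + 5% FBS; compound pinned after 2 h settling; 48 h, 37 °C; CellTiter-Glo luminescence; % activity normalised to DMSO and no-cell wells; curves fitted, classed by r2 and efficacy.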
# IL-1B inflam inh = inhibitors of inflammasome signaling (IL-1 beta secretion); THP-1 LPS/ATP IL-1B secretion, AlphaLISA, 16 h; active compounds read low; activity change, % at 57.5 µM; hit rate 4.7% among 360,000; AID 743279; in the data active = activity change below about -50%; inconclusive = mostly about -30% to -49%; note: % is set by controls: 0 for no effect and ±100 for the full control effect
#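 Secreted IL-1B measured by AlphaLISA bead assay after 16 h compound exposure of THP-1 cells; compounds (final up to 57.5 uM) added 1 h before LPS (250 ng/mL) and ATP (1.25 mM) stimulation; lower signal means less secretion.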
# KB-3-1 tox = kills parental KB-3-1 adenocarcinoma cells; Potency, µM (titrated, usually from 46.1 µM), for the others: top-dose activity change, negative = cytotoxic, usual class: cytotoxic; hit rate 1.4% among 400,000; AID 1347075; KB-3-1 viability, CellTiter-Glo ATP luminescence, 72 h; note: potency is the fitted concentration of half-maximal effect; % is set by controls: 0 for no effect and ±100 for the full control effect; nearly all actives have a fitted effect of over 60% in size
#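 Multi-concentration cytotoxicity screen in KB-3-1 cells grown in DMEM lacking phenol red with 10% FBS. After 72 h at 37 °C with compound, ATP-dependent luminescence was recorded.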
# HT1080-NT tox = kills 2HG-producing HT-1080-NT fibrosarcoma cells | HT-1080-NT fibrosarcoma viability, CellTiter-Glo ATP luminescence, 48 h | Potency, µM (highest dose often 46.1 µM), for inactives: top-dose activity, negative = less viability, hits mostly cytotoxic | hit rate 1.6% among 360,000;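 note: NT is the 2HG producing partner of a matched IDH1 knockdown line; potency is the fitted concentration of half-maximal effect; 0% = DMSO-treated cells and -100% = media-only wells without cells; nearly all actives have a fitted effect of over 55% in size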
#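 Toxicity toward the 2HG-producing NT line was scored as %Activity, normalised to DMSO and no-cell wells, from CellTiter-Glo luminescence after 48 hours' treatment.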
# KB-V1 MDR tox = KB-V1 MDR subline cytotoxicity. KB-V1 MDR cells viability, CellTiter-Glo, 72 h. Potency, µM (doses to about 46.1 µM), for the others: at the top dose activity change, negative = cytotoxicity, most hits filed as cytotoxic. hit rate 3.4% among 400,000; note: potency is the fitted concentration of half-maximal effect; % is set by controls: 0 for no effect and ±100 for the full control effect; nearly all actives have a fitted effect of over 60% in size
#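 KB-V1, DMEM (no phenol red) + 10% FBS; cpd pin-transferred, titration series; 72 h, 37 degrees C; CellTiter-Glo, luminescence. Data normalized, curve-fit.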
# HEK293 tox = cytotoxicity in counter-screen for GLP-1R inverse agonists | HEK293 cAMP-luciferase reporter cells, luminescence, 24 h | Potency, µM (titrated, usually from 38.3 µM), inactives show at the highest dose activity change, negative = inhibition, hits mostly inhibitors | hit rate 0.13% among 410,000 | AID 624418;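 note: loss of luciferase light is scored as toxicity; potency is the fitted concentration of half-maximal effect; % is set by controls: 0 for no effect and ±100 for the full control effect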
#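 Compound-treated cells are incubated 24 hr at 37 deg C under 5% CO2 after a 12 hour attachment period, then luciferase detection reagent is added and luminescence is measured following 12 min at room temperature; lowered signal indicates toxicity.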
# D3 ag = activates the human D3 dopamine receptor; P35462; D3R DiscoveRx beta-arrestin cells, luminescence, 90 min; max activation, %; hit rate 0.58% among 410,000; in the data active = max activation above about 30%; note: 0% is about no effect; mostly tested at two doses, the higher about 12 µM
# Target sequence (P35462 whole entry, looked up): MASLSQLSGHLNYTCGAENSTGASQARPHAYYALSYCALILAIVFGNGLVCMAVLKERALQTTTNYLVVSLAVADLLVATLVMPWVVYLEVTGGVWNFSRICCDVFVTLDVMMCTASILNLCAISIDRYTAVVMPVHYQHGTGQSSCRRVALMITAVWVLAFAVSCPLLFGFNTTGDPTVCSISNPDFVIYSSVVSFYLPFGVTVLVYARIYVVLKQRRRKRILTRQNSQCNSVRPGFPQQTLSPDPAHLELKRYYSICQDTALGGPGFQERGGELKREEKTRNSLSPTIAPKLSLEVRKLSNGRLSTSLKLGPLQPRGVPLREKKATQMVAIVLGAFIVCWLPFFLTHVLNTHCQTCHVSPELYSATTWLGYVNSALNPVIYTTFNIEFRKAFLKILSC
#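 Cells at 1500/well, incubated overnight, then treated with pinned compounds (dopamine as control) for 90 min at 37 degrees C. DiscoveRx reagent added for 30 - 60 minutes at room temperature; luminescence read.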
# * marks the source's active call; other numbers are inactive results; ? = inconclusive; . = not tested or not shown; [ ] = remark or other dose. Unless noted, calls come from the whole dose curve; as a rule, active = well fitted curve in the direction sought with a large enough effect; inconclusive = small, poorly fitted or top-dose-only effect, or another doubt; inactive = no such curve, though single readings can be large; an effect the other way counts as inactive or inconclusive.
# Each structure is followed by: SW480 rerep | MCF10A rerep | HT1080 IDH1KD tx | IL-1B inflam inh | KB-3-1 tox | HT1080-NT tox | KB-V1 MDR tox | HEK293 tox | D3 ag
CC(/C=N/NC(=O)Cn1cnc2ccccc21)=C\c1ccccc1
 : -5% | 4% | -9% | -3 | -3% | -3% | -6% | -19% | -1
N#Cc1c2ccc(OCC(=O)NCc3ccco3)cc2n2ccccc12
 : ? | 2% | -1% | -18 | 1% | -26% | 3% | 119%[activator] | 12
COc1ccc(S(=O)(=O)N2CCC3(CC2)OCCN3S(=O)(=O)c2ccccc2)cc1OC
 : 7% | -1% | -16% | 5 | -8% | -12% | 0% | 0% | -17
O=C(C(=O)N1CCN(C(=O)OCc2ccccc2)CC1)c1cccs1
 : . | . | 13% | -17 | 4% | 23% | -26% | 3% | 0
O=C(N/N=C1\CCCc2ccccc21)c1cccc([N+](=O)[O-])c1
 : 10% | ? | 10% | ? | -4% | 1% | -22% | -17% | -14
Cn1c(=O)c2c(nc(NCCc3ccccc3)n2Cc2ccc(F)cc2)n(C)c1=O
 : 7% | 26% | -25% | -5 | ? | -15% | 4.1µM* | -4% | 2
CCn1c(CSc2nc3ccccc3[nH]2)nc2cc(C(=O)O)ccc21
 : -6% | 0% | 0% | 18 | -7% | -10% | -10% | 55%[activator] | -6
Cc1ccc(C(=O)NNC(=O)c2ccc(SCC3CCCO3)c([N+](=O)[O-])c2)cc1 (stereo unspecified)
 : -14% | 5% | 9% | 15 | -12% | 5% | -25% | 3% | -3
CCN1CCN(CC(=O)Nc2cccc(C)c2C)C(=O)C1=O
 : -10% | 12% | 1% | -1 | 0% | 0% | 7% | 2% | 2
COc1ccc2c(c1)C(=O)O[C@@H](c1ccccc1)C[C@@H](O)C(=O)CC2
 : . | . | 0% | 9 | 1% | 1% | 16% | 5% | -13
COC(=O)NCCc1cc(OC)c(OC)cc1S(=O)(=O)N1CC(=O)Nc2ccccc21
 : 0% | -6% | 0% | 37 | -6% | 0% | 0% | -9% | -4
COc1cc(S(=O)(=O)Nc2ccccc2)ccc1NC=O
 : -1% | 0% | -14% | 46 | 9% | 5% | 5% | ? | -9
CCOC(=O)N1CCN(C(=O)C2CCCN(c3ncnc4c3nc3n4CCCCC3)C2)CC1 (stereo unspecified)
 : -2% | -11% | -3% | 10 | -3% | 5% | ? | -9% | 2
CCC(=O)NC(=S)Nc1ccc(NC(=O)c2ccccc2[N+](=O)[O-])cc1
 : 2% | -2% | -2% | -4 | 14% | -1% | ? | -23% | 5
O=C(CNC(=O)c1ccc2c(c1)OCO2)Nc1cccc(Br)c1
 : 0% | ? | 2% | 3 | -4% | 1%[9.24 µM] | ? | 3% | -13
COc1cc(NC(=O)C2(C)CCCN(C(C)C)C2)cc(OC)c1OC (stereo unspecified)
 : . | . | 0% | 19 | 0% | 9% | 13% | 2% | 6
CCOC(=O)c1cccc(N2C(=O)Nc3ccccc3N2O)c1
 : -7% | 10% | -2% | 3 | -5% | -3% | -4% | 6% | -11
CS(=O)(=O)c1ncc(Cl)c(C(=O)Nc2ccc3ccccc3c2)n1
 : 1.2µM* | ? | 2.9µM* | -99* | -11% | 9.2µM* | 0% | ? | -30
O=C(Oc1ccnc2cc(Cl)ccc12)N1CCCCCC1
 : -1% | -5% | -13% | ? | -3% | -20% | -7% | -17% | 6
Cc1cccc(N2CCN(C(=S)c3ccc([N+](=O)[O-])cc3)CC2)c1
 : 4% | -3% | 5% | -14 | -1% | 25% | 2% | -12% | -13
Cc1nnc(NC(=O)C(C)Sc2nnc(-c3ccco3)n2C(C)C)s1 (stereo unspecified)
 : -43%[inhibitor] | -15% | 3% | 16 | 11% | 1% | 11% | -9% | -4
Cc1ccc(C)c2[nH]c(=O)c(CCNC(=O)Cc3cccs3)cc12
 : 2% | -5% | 15% | -19 | 25% | -1% | -23% | 11% | 5
COc1ccc2[nH]c3c(=O)n(Cc4ccc(C(=O)N5CCC(C(N)=O)CC5)cc4)c(=S)[nH]c3c2c1
 : 75% | ? | 6% | -10 | 5% | 0% | 4% | -16% | -3
COc1ccc([C@H]2CC(=O)C=C(c3ccc(C)cc3)C2)cc1
 : -3% | -2% | -6% | -10 | -7% | -10% | 7% | 1% | -20
Cc1ccc(-c2csc(NC(=O)CCNC(=O)c3ccco3)n2)cc1
 : -2% | -1% | -18% | 9 | 1% | -20% | -18% | 2% | 0
COC(=O)c1ccc(NC(=S)N2CCN(C)CC2)cc1
 : -110%[inhibitor] | 2% | -20% | -6 | -1% | -6% | 10% | 0% | -7
CCOC(=O)C1CCN(C(=O)c2cc(S(=O)(=O)N3CCc4ccccc43)ccc2OC)CC1
 : -4% | 5% | -1% | -9 | 2% | 3% | ? | 9% | 3
O=C(c1ccc2c(=O)n(Cc3ccc(Cl)cc3)c(=S)[nH]c2c1)N1CCOCC1
 : ? | 17% | -10% | -29 | -1% | -21% | 4% | 3% | 1
COc1ccccc1Nc1nc(NCCO)nc(N)c1[N+](=O)[O-]
 : 1% | 1% | ? | . | ? | -28% | -2% | ? | -1
COCc1ccc(-c2c(-c3ccsc3)sc3ccccc23)cc1
 : -9% | 38% | 14% | 12 | 13% | 9% | 1% | 4% | -5
Cc1ccc(S(=O)(=O)N2CCN(C(=O)CN3C(=O)NC4(CCOc5ccccc54)C3=O)CC2)cc1 (stereo unspecified)
 : 2% | -4% | 3% | 10 | 11% | 5% | 16% | -1% | -1
CN(CC(=O)Nc1ccc(N2CCOCC2)cc1)CC(=O)Nc1ccc(C(F)(F)F)cc1
 : -11% | ? | -24% | -25 | -5% | -11% | ? | 1% | -9
O=C(NC1CCCCC1)C(c1cccc2ccccc12)n1c(=O)c(-c2ccco2)nc2ccccc21 (stereo unspecified)
 : . | . | -23% | -4 | -7% | -28% | -26% | -8% | -10
O=c1[nH]c(CSc2ccccc2)nc2c1oc1ccccc12
 : -10% | -3% | 5% | 0 | 15% | 0% | ? | 1% | 0
Cc1nc(-n2nc(C)c(Cc3ccc4c(c3)OCO4)c2C)sc1C(=O)Nc1ccc(Cl)cc1
 : . | . | . | . | 12% | . | 2% | 10% | -7
CCOc1ccc(-c2nnc(SCC(=O)NCc3ccccc3Cl)o2)cc1
 : . | . | . | . | 4% | . | 8% | 6% | -11
O=C(Cn1c(=O)oc2ccccc21)Nc1nc(-c2ccccc2)cs1
 : -19% | 8% | -2% | -4 | 5% | ? | -9% | 24% | 3
CCc1nnc(NC(=O)C2CCN(c3nccc(C)n3)CC2)s1
 : -5% | -1% | 0% | 20 | 17% | 7% | 16µM* | ? | -1
O=C(COC(=O)/C=C/c1ccccc1[N+](=O)[O-])NCc1ccco1
 : 9% | -2% | -1% | -16 | -1% | -2% | -9% | -1% | -8
Nc1nonc1-n1nnc(C(=O)N/N=C/c2ccc(OCc3ccccc3)cc2)c1CN1CCCCC1
 : -37%[inhibitor] | 11% | 1% | -2 | -3% | -1% | 0% | 8% | 3
CCOC(=O)c1c(C)c(-c2ccccc2)n(CC(=O)NCCc2ccc(C)cc2)c1C
 : . | . | . | . | -1% | . | -10% | 0% | 4
CCN(C(=O)CN1CCN(c2ccccc2OC)CC1)c1c(N)n(Cc2ccccc2)c(=O)[nH]c1=O
 : 1% | 0% | 2% | -10 | -6% | 14% | ? | 5% | 2
Cc1cccc(C(=O)NCC(=O)OCC(=O)N2CCN(S(=O)(=O)c3ccc(C)cc3C)CC2)c1
 : -15% | 18% | 1% | -16 | -1% | -4% | -5% | -11% | -4
Cc1ccc(-c2noc(/C=C/c3ccccc3)n2)cc1
 : -2% | -8% | 6% | -14 | 2% | 12% | 1% | 5% | -20
O=C1CCC(C(=O)OCC(=O)N2N=C3/C(=C/c4ccccc4)CCCC3C2c2ccccc2)N1 (stereo unspecified)
 : -2% | 23% | -12% | 14 | 21µM* | 2% | ? | 2% | -3
Cc1cccc(C)c1NC(=O)CN1CCN(C(=O)CNC(=O)c2ccc(N3CCCC3=O)cc2)CC1
 : -14% | ? | -2% | -17 | 27% | 6% | 2% | -4% | 0
CCOC(=O)CCCNC(=O)COC(=O)c1cccc(C)c1O
 : -2% | 19% | 4% | -14 | -8% | -1% | -4% | -2% | -5
COc1ccc(-n2nc3ccc(NC(=O)c4ccc(-c5cc(Cl)ccc5Cl)o4)cc3n2)cc1
 : . | . | . | . | -3% | . | 27% | -5% | 6
Cc1cccc(C(=O)Nc2sc3c(c2C(=O)NC(C)C)CCCC3)c1
 : . | . | . | . | 0% | . | -9% | -2% | 6
Cc1ccc(NC(=O)NC2CCCCC2)cc1S(=O)(=O)N1CCOCC1
 : -5% | 0% | -12% | 2 | ? | -10% | -6% | 1% | 2
CCCCN(C(C)=O)c1c(CC)nc2ccc(C(=O)NCCCN(C)C)cn12
 : . | . | -4% | -5 | 0% | -3% | 7% | 5% | -12
C/C(=N\NC(=O)c1ccccc1)c1nc2ccccc2n1C
 : 13µM* | 7% | 6% | 0 | -14% | -3% | ? | 8% | -6
CCOC(=O)c1c(C)oc2c1c(C(c1cccnc1)N1CCCCC1)c(O)c1ccccc12 (stereo unspecified)
 : -5% | ? | -4% | 33 | -1% | 6% | -7% | 14% | 5
Cc1oc(-c2cccc(Cl)c2)nc1CS(=O)(=O)CC(=O)NCCN1CCCC1
 : -7% | 0% | -10% | -14 | -8% | -13% | 0% | -8% | 0
O=C(CN1C(=O)C(c2ccccc2)Oc2cccnc21)NCc1ccccc1F (stereo unspecified)
 : -15% | -1% | -5% | -12 | 29% | -5% | 9% | 5% | -1
Cc1cc(C)n(CCN(C)C(=O)CCc2nnc(-c3ccc4c(c3)OCO4)o2)n1
 : 2% | -15% | 13% | 9 | -12% | 5% | -14% | 0% | 10
Cn1c(=O)[nH]c(=O)c2c1nc(Br)n2CC(O)COc1ccc(Cl)cc1 (stereo unspecified)
 : -78%[inhibitor] | 6% | ? | 53 | ? | ? | -28% | -23% | 13

# No enrichment for hits; 11% or so of the library scored in one or more.
